RAD54 branch: inhibitors of human RAD54 branch migration; inhibition, % at 10.4 µM; RAD54 Holliday junction branch migration, FAM/BHQ fluorescence; hit rate 0.14% among 360,000; Q92698;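 active = mean normalized replicate activity at least 40 and at least half of replicates scoring 40 or more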;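 note: 0% = median of neutral control wells and 100% = median of positive control wells; inhibitors cause a drop in the FAM fluorescence signal; in these data hits start at about 50%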
ERAP1 inh: inhibitors of human ERAP1 aminopeptidase | Q9NZ08 | hit rate 0.15% among 340,000 | inhibition, % at 10.7 µM | recombinant ERAP1, Leu-AMC fluorescence, 60 min;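 active = mean replicate inhibition of at least 30%, or all replicates individually reaching that 30% level; inactive = mean below 30% and not every replicate reaching it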;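 note: 0% = neutral control wells and 100% = L-leucinethiol positive control wells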
Target sequence (Q9NZ08 whole entry, looked up): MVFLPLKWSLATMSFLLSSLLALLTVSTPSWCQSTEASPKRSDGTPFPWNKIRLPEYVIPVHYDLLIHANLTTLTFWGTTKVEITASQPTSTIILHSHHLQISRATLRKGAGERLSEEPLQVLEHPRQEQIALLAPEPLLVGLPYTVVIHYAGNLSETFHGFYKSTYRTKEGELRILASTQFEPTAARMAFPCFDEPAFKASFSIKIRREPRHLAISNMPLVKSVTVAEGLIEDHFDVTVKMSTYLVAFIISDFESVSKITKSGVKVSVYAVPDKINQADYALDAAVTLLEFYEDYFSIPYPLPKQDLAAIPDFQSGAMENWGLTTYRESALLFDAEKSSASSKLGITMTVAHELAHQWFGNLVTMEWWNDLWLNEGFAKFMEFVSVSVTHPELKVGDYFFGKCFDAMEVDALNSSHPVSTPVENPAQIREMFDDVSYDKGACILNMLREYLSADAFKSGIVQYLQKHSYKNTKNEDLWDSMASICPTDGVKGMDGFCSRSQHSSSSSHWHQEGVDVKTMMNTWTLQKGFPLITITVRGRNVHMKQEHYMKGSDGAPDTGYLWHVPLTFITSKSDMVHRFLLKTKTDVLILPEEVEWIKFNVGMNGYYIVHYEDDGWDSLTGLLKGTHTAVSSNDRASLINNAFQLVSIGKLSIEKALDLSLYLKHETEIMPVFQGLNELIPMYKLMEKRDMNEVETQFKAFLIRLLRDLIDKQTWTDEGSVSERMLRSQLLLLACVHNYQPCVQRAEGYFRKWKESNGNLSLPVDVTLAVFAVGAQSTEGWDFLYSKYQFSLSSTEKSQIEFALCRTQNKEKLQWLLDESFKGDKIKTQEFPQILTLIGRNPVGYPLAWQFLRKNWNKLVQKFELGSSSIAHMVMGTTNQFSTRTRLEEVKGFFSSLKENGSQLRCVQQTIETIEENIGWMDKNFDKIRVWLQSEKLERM
ARNT-TACC3 inh: disruptors of human ARNT/TACC3 interaction | Q9Y6A5 | hit rate 0.66% among 390,000 | AlphaScreen His-ARNT PAS-B/GST-TACC3 binding, luminescence; TACC3 fragment carries E629A point mutation | inhibition, % at 9.99 µM;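 active = mean inhibition of replicates at least 50% and at least half of replicates each reaching 50%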;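 note: 0% = complete ARNT plus TACC3 wells and 100% = ARNT alone without TACC3; many hits fall short of the cut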
RAD52 inh: inhibitors of human RAD52 DNA annealing; P43351; recombinant RAD52 DNA annealing, FRET fluorescence; inhibition, % at 18.7 µM; hit rate 0.46% among 360,000;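 active = every replicate showing at least 50% inhibition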
F508del corr: correctors of CFTR F508del function in bronchial epithelial cells; hit rate 0.36% among 350,000; CFBE cells, YFP halide quenching; stimulated with forskolin plus potentiator P3; % fluorescence drop versus neutral controls; activity (quench increase), % at 7.58 µM; AID 720511;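 active = mean added fluorescence quench of at least 8% versus neutral control, with both replicates also reaching 8%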;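 note: cells transiently co-express mutant CFTR-F508del with the halide-sensitive YFP; corrector assay measuring rescue of mutant channel to the surface after 24 h compound exposure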
esBAF inh: inhibitors of esBAF chromatin remodeling in mouse ES cells | reporter increase, % at 12.5 µM | Bmi1-luciferase knock-in reporter, 24 h; 100% = twice the neutral-well signal | hit rate 2% among 350,000 | AID 602393; in the data active = activation above about 40%;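 note: 0% = median of the plate's neutral control wells and 100% = double that signal; a rise in the Bmi1 reporter signal indicates esBAF inhibition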
INS-1E GSIS act: GLuc luminescence reporter in INS-1E cells, primary screen for activators of glucose-dependent secretion of insulin; AID 743287; INS-1E GLuc reporter insulin secretion, 2-3 h; activation, % at 16.6 µM; hit rate 0.61% among 370,000;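 active = lowest replicate activation of at least 40%, so every replicate reaches that level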;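 note: 0% = median of neutral control wells and 100% = median of IBMX positive control wells; some compounds called inactive have numbers as strong as hits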
Xi reactivation: reactivates the inactive X chromosome in mouse fibroblasts | XiGFP mouse fibroblasts, % GFP-positive cells imaging, 3 d; cells co-treated with 5-aza-dC sensitizer; scaled so ellipticine positive control = 100% | activation, % at 7.58 µM | hit rate 0.055% among 360,000 | AID 743238;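 active = mean normalized replicate activation at least 10% and every replicate at or above 10%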;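 note: 0% = median of on-plate neutral control wells and 100% = ellipticine 6 µM median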
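Material: XiGFP fibroblasts, SV40-immortalized. Buffer or medium: DMEM plus 5-aza-dC sensitizer. Compound: single concentration per compound, delivered by pin transfer. Times: 3 days compound exposure. Controls: ellipticine 6 µM.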
An asterisk follows results filed as active; · = no result given; & = joins results of further samples.

SMILES	RAD54 branch	ERAP1 inh	ARNT-TACC3 inh	RAD52 inh	F508del corr	esBAF inh	INS-1E GSIS act	Xi reactivation
CO[C@H]1CN(C)C(=O)c2cc(NC(=O)c3cnccn3)ccc2OC[C@H](C)N(CC2CC2)C[C@@H]1C	·	-1	·	11	-0.3	·	15	-0.1
COc1ccc(-n2c(C)cc3cc(OC(C)=O)ccc32)cc1	7	0	4	-10	-2.3	15	5	0.1
Cc1ccc(N2CC(C(=O)Nc3cc(C)on3)CC2=O)c(C)c1 (centres undefined)	-3	-1	-2	-12	3.2	3	14	0.3
COC(=O)[C@H](Cc1ccccc1)NC(=O)c1ccc2ccccc2n1	-3	-2	-3	-9	-3.6	23	6	0.3
CC(C)Oc1ccc(CSc2ncn[nH]2)cc1	·	4	·	-7	0.5	·	-5	0.0
COc1ccc(CCNC(=O)CN(c2cccc([N+](=O)[O-])c2)S(C)(=O)=O)cc1	-5	-3	-37	-7	-0.9	-2	-19	0.2
CNC[C@@H]1Oc2cc(C#CC(C)C)ccc2S(=O)(=O)N([C@@H](C)CO)C[C@H]1C	2	0	3	-40	0.0	7	-1	-1.0
CC(=O)c1ccccc1NS(=O)(=O)c1ccc2c(c1)CC(=O)N2	5	-4	6	-14	-1.4	-4	-10	0.5
C[C@H](CO)N1C[C@H](C)[C@@H](CN(C)S(=O)(=O)c2cccs2)Oc2ccc(NC(=O)CCCN(C)C)cc2CC1=O	10	·	2	·	-3.2	-3	-2	0.2
COC(=O)C[C@@H]1C[C@H]2c3cc(NC(=O)c4cccnc4)ccc3O[C@H]2[C@H](CO)O1	10	-1	4	-2	-0.2	-1	-8	0.2
O=C(Nc1cccc(-c2cn3c(n2)SCC3)c1)c1ccc2ccccc2n1	5	-3	0	-10	-2.0	60*	-4	0.0
CO[C@@H]1CN(C)C(=O)c2ccc(NC(=O)C3CCCC3)cc2OC[C@@H](C)N(C(=O)c2ccccc2)C[C@H]1C	-19	-2	2	-5	-1.5	2	3	0.2
Cc1ccnc(NC(=O)c2cccc(NC(=O)c3ccc(Cl)cc3)c2)c1	0	-2	·	10	-3.5	-4	-8	0.0
CN(C)C(/C=C/Nc1ccccc1F)=C(C#N)C#N	6	·	-17	·	·	2	6	·
O=C(CCC1(C(=O)O)CCC(=O)NC1)NCc1ccccc1 (centres undefined)	-4	-5	-5	2	3.0	-8	8	·
Cc1cccc(NC(=O)/C(C#N)=C/c2ccc(Sc3ccccc3)o2)c1C	·	5	0	-15	-0.2	·	2	0.0
O=C(C[C@@H]1CC[C@H]2[C@@H](COC[C@H](O)CN2Cc2cc(F)ccc2F)O1)N[C@H]1CCN(Cc2ccccc2)C1	9	-2	-3	7	0.3	-1	-4	0.4
N#Cc1c(NC(=O)C2C3C=CC(C3)C2C(=O)O)sc2c1CCCCC2 (centres undefined)	·	3	-2	-1	0.5	·	1	0.0
COc1cccc(-n2c(SCc3ccccn3)nc3c(c2=O)SCC3)c1	·	2	1	-1	0.8	·	-1	0.0
CN(C)CC(=O)N1[C@H](C#N)[C@H](c2ccccc2-c2ccccc2F)[C@@H]1CO	·	-6	·	13	-2.3	·	-4	0.0

Three neighbouring records from above, for reference:
SMILES	RAD54 branch	ERAP1 inh	ARNT-TACC3 inh	RAD52 inh	F508del corr	esBAF inh	INS-1E GSIS act	Xi reactivation
CO[C@H]1CN(C)C(=O)c2cc(NC(=O)c3cnccn3)ccc2OC[C@H](C)N(CC2CC2)C[C@@H]1C	·	-1	·	11	-0.3	·	15	-0.1
COc1ccc(-n2c(C)cc3cc(OC(C)=O)ccc32)cc1	7	0	4	-10	-2.3	15	5	0.1
Cc1ccc(N2CC(C(=O)Nc3cc(C)on3)CC2=O)c(C)c1 (centres undefined)	-3	-1	-2	-12	3.2	3	14	0.3

More records
SMILES	RAD54 branch	ERAP1 inh	ARNT-TACC3 inh	RAD52 inh	F508del corr	esBAF inh	INS-1E GSIS act	Xi reactivation
COc1ccccc1C(C[N+](=O)[O-])c1c[nH]c2ccccc12 (centres undefined)	·	-1	·	-21	0.5	1	-22	0.1
O=C(CSc1ncn[nH]1)Nc1cccc(S(=O)(=O)N2CCCCCC2)c1	-7	·	2	·	·	·	-4	0.1
CC(=O)c1cccc(NC(=O)c2cccc(N3C(=O)c4ccccc4C3=O)c2)c1	-37	-2	-6	-11	-0.4	-2	-4	-0.2
CCCC(c1nnnn1C(C)(C)CC)N1CCN(C(=O)c2ccco2)CC1 (centres undefined)	-4	1	-1	-14	-0.7	-2	7	0.2
Cc1ccc(S(=O)(=O)N(C)CC(=O)NNC(=O)CCS(=O)(=O)c2ccccc2)cc1	-12	1	·	-2	-4.0	-5	13	0.0
CO[C@@H](CN(C)C(=O)C1CCOCC1)[C@@H](C)CN(C(=O)Nc1ccc(C(F)(F)F)cc1)[C@H](C)CO	-2	-6	13	-3	-0.8	-3	-16	0.0
CN(C)CCCNC(=O)C[C@@H]1C=C[C@H](NC(=O)Cc2cccnc2)[C@H](CO)O1	-15	0	10	2	-2.6	-2	-1	-0.1
COc1ccccc1NC(=O)N[C@H]1CC[C@@H](CCNS(=O)(=O)c2ccc(C)cc2)O[C@@H]1CO	·	-3	·	0	2.0	·	3	-0.1
Cn1cc(Cc2ccc(C(=O)NC34CC5CC(CC(C5)C3)C4)cn2)c2ccccc21	6	·	·	-19	-0.9	-1	10	0.1
CSCCCNC(=S)N1CCc2ccccc2C1	4	·	-2	-9	-0.2	-20	-25	0.2
COc1ccc(CCC(=O)N2c3ccccc3N=C(c3ccc4c(c3)OCO4)C2C(=O)NCc2ccccc2)cc1 (centres undefined)	·	11	·	-49	1.8	·	-12	0.0
Cn1nnc2ccccc2c1=O	·	-7	-2	7	0.6	·	-10	0.1
O=C(O)CC(=O)Nc1ccc(Oc2ccc(C(F)(F)F)cn2)c(Cl)c1	·	1	-7	-16	-4.3	·	-8	0.0
Cc1c(N2C(=O)CSC2c2ccc([N+](=O)[O-])cc2)c(=O)n(-c2ccccc2)n1C (centres undefined)	6	·	-8	-6	1.7	·	-1	0.0
CC(C)CC(NC(N)=O)C(=O)OCC(=O)N(Cc1ccccc1)Cc1ccccc1 (centres undefined)	·	4	-7	-3	·	·	23	0.1
O=C(O)C1=C[C@H](c2ccc(C(F)(F)F)cc2)C[C@H](OCCCCO)O1	0&-1	0	1&2	-13	-1.2&4.7	-4	-5	0.0
Cc1nn(Cc2ccc(F)cc2)c(C)c1NC(=O)c1cc2ncc(Br)cn2n1	·	·	14	-7	-3.3	2	-5	·
NC(=O)CC[C@@H]1NC(=O)[C@@H]2CCCN2C(=O)c2cc([N+](=O)[O-])cc(F)c2NCCC[C@@H](C(N)=O)NC1=O	-15	3	-4	-2	-1.3	-11	·	0.0
CCC(=O)Nc1ccc2c(c1)C(=O)N(C)C[C@H](OC)[C@H](C)CN(C(=O)CC)[C@H](C)CO2	-2	2	3	1	2.3	-4	18	0.1
O=C(O)c1cc(/C=C/C(=O)c2cc(F)ccc2O)c2c(c1)COCO2	1	-1	-2	-2	-2.4	·	-30	-0.1
COc1ccccc1NC(=O)Nc1cccnc1	5	1	9	-21	-1.0	-8	2	0.1
COc1cc(/C=N/NC(=O)C(C)n2nnc3ccccc32)ccc1O (centres undefined)	5	·	9	·	·	-4	53*	·
Cc1noc(C)c1CSCC(=O)Nc1cc(S(=O)(=O)N2CCOCC2)ccc1OC(C)C	-23	-6	-8	-7	0.0	-5	-6	0.2
C[C@@H]1CN([C@H](C)CO)C(=O)c2cccc(NC(=O)C3CC3)c2O[C@H]1CN(C)C(=O)Nc1ccc(F)cc1	4	-1	-2	-3	-4.0	-1	-5	0.1
O=C(NCC(=O)N1CCc2ccccc2C1)c1ccccc1Cl	5	3	-9	-4	2.3	29	14	0.3
COc1ccccc1NC(=O)N[C@@H]1C=C[C@H](CC(=O)N[C@@H](C)c2ccccc2)O[C@H]1CO	-8	0	-1	-2	-1.6	-3	-3	0.0
C[C@H](CO)N1C[C@H](C)[C@@H](CN(C)Cc2ccc(-c3ccccc3)cc2)Oc2ccc(NC(=O)Nc3ccc(C(F)(F)F)cc3)cc2CC1=O	12	4	-3	-2	3.4	-1	1	-0.5
O=C(Nc1cccc(F)c1)N1CCCCN2[C@H](C1)[C@@H](c1ccc(-c3ccccc3F)cc1)[C@@H]2CO	0	-2	17	-24	-1.2	·	-13	0.5
CNC(=S)N1CCN(S(=O)(=O)c2ccc3ccccc3c2)CC1	1	-3	-5	-11	-3.2	·	-4	0.0
Cc1noc(C)c1NC(=O)N(C)C[C@H]1Oc2c(NC(=O)c3nc4ccccc4s3)cccc2C(=O)N([C@H](C)CO)C[C@H]1C	-4	-3	10	-2	0.4	0	26	5.0
COc1ccc(N2CC(C(=O)Nc3nnc(SCC(=O)NCC4CCCO4)s3)CC2=O)cc1 (centres undefined)	-8	-4	-11	-6	-3.2	0	·	0.1
COc1cccc2c1C(=O)O/C2=C/c1ccc2c(c1)OCO2	-8	·	-4	·	·	-36	97	·
CCN1C(=O)CSc2ccc(C(=O)OC)cc21	-12	·	-7	-13	-18	-1	1	0.3
Cc1ccc(NC(=O)c2c(C)noc2-c2snnc2C)cc1	·	0	3	-7	0.7	2	·	0.3
CC(C)C(=O)N1CCc2cc(-c3csc(N)n3)ccc21	-1	0	-10	-12	·	36	3	·
Cc1ccc(C(=O)NCc2ccc3c(c2)OCO3)cc1C	2	0	-4	-17	-3.8	23	-16	0.1
CSC1CCCCC1(O)CSc1nc2ccccc2o1 (centres undefined)	0	·	1	·	·	21	-4	·
C/C(=N\NC(=S)NCc1ccccc1)c1cccs1	-23	0	16	-6	6.6	·	10	-0.3
O=C(Nc1ccc([N+](=O)[O-])cn1)c1cccnc1	-4	0	-6	1	0.7	-6	11	0.0
NC(=O)C1C2C=CC(C2)C1c1ccccc1 (centres undefined)	-5	3	1	-5	1.5	5	2	0.1
Nc1cc(S(=O)(=O)Nc2ccc(Br)cc2)ccc1Cl	·	·	-6	-18	4.1	·	-51	·
Cc1noc(C)c1C(=O)Nc1ccc(Cl)cc1C(F)(F)F	-6	1	-18	-11	-0.6	1	15	·
COc1ccc(CCNC(=O)C2CCN(S(C)(=O)=O)CC2)cc1	-9	-1	-5	6	-2.5	-5	-5	·
Cc1ccc(S(=O)(=O)N(C)c2ccc3ccccc3c2)cc1	-13	-4	-2	-9	-1.9	-8	2	0.0
COc1ccc2c(c1)c(C(=O)CN1CCN(C(=O)c3ccco3)CC1)c(C)n2C	5	·	-15	·	·	-4	0	·
O=C(N/N=C/c1ccccc1O)C1CCCC1	3	-5	19	-10	0.5	·	23	-0.1
Cn1c(=O)c2c(SCC(=O)NCC3CCCO3)nc(-c3ccccc3Cl)nc2n(C)c1=O (centres undefined)	-5	-3	-8	-3	-3.0	-4	8	0.0
Cc1cccc(C2NC(c3cccc(C)c3)C(C)C(=O)C2C)c1 (centres undefined)	2	-1	-4	-2	-2.7	-9	10	0.0
CC(C)CC1Nc2ncnc(N3CCOCC3)c2N(Cc2ccc(Br)cc2)C1=O (centres undefined)	-14	-1	7	-55	2.9	1	-10	0.0
CCOc1ccccc1-c1cc(-c2n[nH]c(=S)n2CC)c2ccccc2n1	·	2	-6	-2	·	·	-6	0.2
C[C@@H]1CN([C@H](C)CO)C(=O)c2cc(N(C)C)ccc2O[C@@H](C)CCCCO[C@@H]1CN(C)C(=O)Nc1cccc2ccccc12	-8	-2	12	14	1.3	-3	-11	0.1
CCC1CCC2(CC1)NC(=O)N(CC(=O)Nc1cc(C)on1)C2=O (centres undefined)	13	·	-7	·	·	·	26	0.1

Compound activity (PubChem BioAssay)

Random draw from the library. Share with any hit: about 3.3%.
